Screening results (PubChem BioAssay)
Glioma ERSR ind: qHTS for Inducers of the Endoplasmic Reticulum Stress Response (ERSR) in Human Glioma: qHTS. U87-MG GRP78 promoter luciferase reporter, 16 h. Potency, µM, for the others: at the top dose activation, most hits filed as activators. 420,000 tested, 0.02% active; also: potency is read from the fitted curve at half-maximal effect; series mostly up to about 76 µM; % of control where 0% means no effect; nearly all actives have a fitted effect of over 35% in size
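Stably transfected U87-MG human glioma cells carrying a GRP78-based luminescent sensor were seeded at 1000 cells/well, pin-dosed with compounds and incubated 16 h. Luciferase reagent was then added, and end-point luminescence was read after 10 min at room temperature.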
IDH1 R132H inh: qHTS for Inhibitors of mutant isocitrate dehydrogenase 1 (IDH1): qHTS. Potency, µM (top dose mostly 76.6 µM), for inactives: at the highest dose activity change, negative = inhibition, most hits filed as inhibitors. IDH1-R132H enzyme, NADPH consumption, diaphorase/resazurin fluorescence. AID 602179, 2012. Isocitrate dehydrogenase [NADP] cytoplasmic (Homo sapiens), O75874. 390,000 tested, 0.093% active; also: potency is read from the fitted curve at half-maximal effect; % is scaled to controls: 0 for no effect and ±100 for the full control effect; nearly all actives have a fitted effect of over 65% in size
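IDH1-R132H (0.5 ug/mL) preincubated 30 min with compound, then NADPH (0.016 mM) and alpha-KG (2 mM) added; 80 min at RT, pH 7.5. Remaining NADPH coupled via diaphorase/resazurin to fluorescence (540/590 nm); concentration-response curves normalized to no-enzyme control.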
Vif-A3G inh: qHTS for Inhibitors of Vif-A3G Interactions: qHTS | DNA dC->dU-editing enzyme APOBEC-3G (Homo sapiens), Q9HC16 | HeLa A3G-eYFP + Vif (tagged APOBEC3G with the HIV-1 protein that degrades it), YFP fluorescence, overnight | Potency, µM (top dose mostly 46.1 µM), inactives show top-dose activity, negative = active, hits mostly inhibitors | 410,000 tested, 0.076% active | AID 602310, 2012;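 also: potency is read from the fitted curve at half-maximal effect; % is scaled to controls: 0 for no effect and ±100 for the full control effect; nearly all actives have a fitted effect of over 60% in size; hits raise eYFP signal because A3G escapes Vif-driven loss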
Target sequence (Q9HC16 whole entry, looked up): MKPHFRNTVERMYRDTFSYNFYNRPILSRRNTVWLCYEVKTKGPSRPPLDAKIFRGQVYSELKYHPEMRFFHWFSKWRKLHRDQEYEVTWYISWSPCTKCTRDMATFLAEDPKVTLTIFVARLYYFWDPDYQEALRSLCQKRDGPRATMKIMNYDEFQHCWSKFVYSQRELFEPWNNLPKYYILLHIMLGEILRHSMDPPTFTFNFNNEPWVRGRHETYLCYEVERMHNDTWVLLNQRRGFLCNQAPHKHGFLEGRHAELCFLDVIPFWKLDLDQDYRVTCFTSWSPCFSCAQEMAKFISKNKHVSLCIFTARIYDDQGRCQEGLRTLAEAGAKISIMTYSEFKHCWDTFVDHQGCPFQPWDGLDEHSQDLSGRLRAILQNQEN
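HeLa cells stably expressing Vif and C-terminally eYFP-tagged A3G, seeded overnight at 37 deg C, then exposed to compound by pintool overnight at 37 deg C. Rise in yellow fluorescence (Ex 488/Em 500-530, Acumen) marks blocked Vif-driven A3G degradation.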
Vif-APOBEC3F blk: qHTS for Inhibitors of Vif-A3F Interactions: qHTS; HeLa A3F-eYFP + Vif (tagged APOBEC3F with the HIV-1 protein that degrades it), YFP fluorescence increase; Potency, µM (highest dose often 46.1 µM), for inactives: at the highest dose activity, negative = active; 390,000 tested, 0.2% active; also: potency is read from the fitted curve at half-maximal effect; % of control where 0% means no effect; nearly all actives have a fitted effect of over 65% in size
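HeLa cells stably expressing Vif plus C-terminally eYFP-tagged A3F were seeded, incubated overnight at 37 deg C, dosed with compound, incubated overnight again at 37 deg C. Yellow fluorescence (Ex 488/Em 500-530) reported blocked Vif-mediated A3F-eYFP degradation.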
TrxR1 substrate: qHTS Assay for Substrates of Mammalian Selenoprotein Thioredoxin Reductase 1 (TrxR1): qHTS. 390,000 tested, 0.01% active. Potency, µM (doses to about 114 µM), for the others: top-dose activity change, negative = substrate turnover. Thioredoxin reductase 1, cytoplasmic (Rattus norvegicus), O89049. AID 588456, 2011. purified TrxR1 substrate turnover, NADPH consumption readout; also: potency is read from the fitted curve at half-maximal effect; % is scaled to controls: 0 for no effect and ±100 for the full control effect; nearly all actives have a fitted effect of over 50% in size
Target sequence (O89049 whole entry, looked up): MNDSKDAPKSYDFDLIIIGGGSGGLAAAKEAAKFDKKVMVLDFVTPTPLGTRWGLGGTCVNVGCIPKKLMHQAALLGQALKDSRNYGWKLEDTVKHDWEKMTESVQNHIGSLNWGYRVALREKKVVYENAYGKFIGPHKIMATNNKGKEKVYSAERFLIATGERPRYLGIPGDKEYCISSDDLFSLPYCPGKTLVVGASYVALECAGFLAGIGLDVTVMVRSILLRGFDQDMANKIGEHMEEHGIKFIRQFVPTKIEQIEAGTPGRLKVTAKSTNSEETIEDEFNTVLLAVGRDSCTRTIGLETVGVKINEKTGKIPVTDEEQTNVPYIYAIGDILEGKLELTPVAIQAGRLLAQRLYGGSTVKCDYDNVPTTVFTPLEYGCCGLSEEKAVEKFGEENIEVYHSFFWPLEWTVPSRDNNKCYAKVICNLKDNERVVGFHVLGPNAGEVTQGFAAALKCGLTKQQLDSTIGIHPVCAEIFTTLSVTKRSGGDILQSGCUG
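Rat TrxR1, dispensed at 90 nM, was prereduced with 400 uM NADPH (final) for 5 min at ~22 deg C, then incubated with compound 15 min before 400 uM selenite. A first-read NADPH fluorescence drop versus no-compound background flagged substrates.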
LDHA inh: qHTS assay for inhibitors of human lactate dehydrogenase | 480,000 tested, 0.15% active | activity change, % (values are at about 110 or 230 µM) | purified LDHA, NADH/diaphorase-resazurin fluorescence; hits give low values; in the data active = activity change below about -30%; inconclusive = mostly about -25% to -30%;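 also: plate controls were DMSO wells for no effect and wells without enzyme for full effect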
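Human LDH5 (2 nM) was incubated with 0.06 mM NADH and 0.2 mM pyruvate for 5 min at room temperature in Tris pH 7.4. Remaining NADH was coupled through diaphorase/resazurin, and resorufin fluorescence was read at 0 and 20 min.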
USP1 inh: Inhibitors of USP1/UAF1: Primary Screen; AID 743255, 2014; 390,000 tested, 0.23% active; recombinant USP1/UAF1, Ub-Rhodamine cleavage fluorescence; Potency, µM (series often up to 57.1 µM), for inactives: top-dose activity change, negative = inhibition, usual class: inhibitors; also: potency is read from the fitted curve at half-maximal effect; % is scaled to controls: 0 for no effect and ±100 for the full control effect; nearly all actives have a fitted effect of over 60% in size; inactives centre near -12
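Step one: compound is pinned into 1nM USP1/UAF1 in HEPES pH 7.8 buffer with TCEP. Step two: 15 min room-temperature incubation. Step three: Ub-Rho (150nM final) starts cleavage, tracked by fluorescence over six one-minute reads.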
rTrxR1 inhibitor: qHTS Assay for Inhibitors of Mammalian Selenoprotein Thioredoxin Reductase 1 (TrxR1): qHTS | Thioredoxin reductase 1, cytoplasmic (Rattus norvegicus), O89049 | recombinant rTrxR1, NADPH fluorescence consumption, selenite substrate | Potency, µM (titrated, usually from 114 µM), without a hit: at the highest dose activity change, negative = inhibition, most hits filed as inhibitors | 390,000 tested, 1% active | AID 588453, 2011; also: potency is read from the fitted curve at half-maximal effect; % is scaled to controls: 0 for no effect and ±100 for the full control effect; nearly all actives have a fitted effect of over 65% in size
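Rat TrxR1 (90 nM in the dispensed reagent) was pre-reduced with 400 uM NADPH for 5 min at room temperature, then incubated with compound for 15 min. After 400 uM selenite was added, NADPH fluorescence (Ex 340/Em 450 nm) was followed for 8 min.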
RGS4 inhibitor: Inhibitors of Regulator of G Protein Signaling (RGS) 4: qHTS; Regulator of G-protein signaling 4 (Homo sapiens), P49798; Transcreener GDP fluorescence polarization, RGS4-accelerated GTP hydrolysis; Potency, µM (series often up to 114 µM), inactives show at the top dose activity change, negative = inhibition, usual class: inhibitors; 390,000 tested, 0.039% active; AID 504845, 2011; also: potency is read from the fitted curve at half-maximal effect; % is scaled to controls: 0 for no effect and ±100 for the full control effect; nearly all actives have a fitted effect of over 75% in size; some results filed as inactive show a strong effect at the top dose
Target sequence (P49798 whole entry, looked up): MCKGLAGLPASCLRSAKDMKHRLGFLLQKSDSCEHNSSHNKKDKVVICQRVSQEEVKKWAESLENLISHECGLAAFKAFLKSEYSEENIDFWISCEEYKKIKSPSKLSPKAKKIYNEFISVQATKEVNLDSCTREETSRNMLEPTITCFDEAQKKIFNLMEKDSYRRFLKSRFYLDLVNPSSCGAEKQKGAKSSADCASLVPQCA
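MLSMR compounds (23 nl, pin-transferred) preincubated 10 min at room temperature with a 500nM (2x) first reagent, then RGS4 at 900nM (2x) plus Transcreener GDP mix added; fluorescence polarization (620/688 nm) read before and after 90 min at 30 °C.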
Numbers without * were called inactive; u = inconclusive; x = no result given; & = joins results of further samples; [ ] = another dose, or the depositor's remark. Unless noted, calls follow the shape of the dose curve; as a rule, active = well fitted curve in the direction sought with a large enough effect; inconclusive = small, poorly fitted or top-dose-only effect, or another doubt; inactive = no such curve, though single readings can be large; an effect the other way counts as inactive or inconclusive. Not all compounds are listed; count on the stated rates, not on these rows.

Fields – Glioma ERSR ind, IDH1 R132H inh, Vif-A3G inh, Vif-APOBEC3F blk, TrxR1 substrate, LDHA inh, USP1 inh, rTrxR1 inhibitor, RGS4 inhibitor
O=C(c1ccc2ncsc2c1)N1CCN(c2cccc(C(F)(F)F)c2)CC1
→ 1%, 0%, u, -2%, -3%, -1, -10%, 12%, -28%
CN1/C(=C\C=O)C(C)(C)c2ccccc21
→ -3%, 13%, -5%, -5%, -8%, -4, 0%, 12%[57.1 µM], 0%
C=CCNc1nc(C(=O)OCC(=O)N(Cc2ccccc2)C(C)C)cs1
→ -4%, 15%, -11%, 3%, 4%, -7&1, -20%, 2%, -1%
Cc1ccc(S(=O)(=O)NCCC(=O)NCC(c2cccs2)N2CCOCC2)cc1 (stereo not drawn)
→ -3%, 2%, 2%, -16%, -7%, 0, 2%, -1%, u
CCCCS(=O)(=O)N1CCCC(C(=O)Oc2ccccc2)C1 (stereo not drawn)
→ -1%, -6%, 2%, 2%, -1%, -2, -11%, 26%, 4%
O=C(Nc1ccc2c(c1)N(C1CCCC1)C(=O)c1ccccc1S2)c1ccccc1F
→ -1%, 19%, 1%, 1%, -4%[57.1 µM], 1, -23%, 5%[57.1 µM], 0%
CC(C)(C)c1cc(CCC(=O)NNC(=O)c2ccncc2)cc(C(C)(C)C)c1O
→ 1%, 15%, -5%, 1%, -2%, -5, -5%, 0%, 23%
O=C(Nc1ccc(F)cc1)N1CCN(c2ccc3nnc(-c4ccc(F)cc4)n3n2)CC1
→ -2%&-3%, -4%&11%, 4%&7%, 5%&1%, 4%&4%, 3&2, -23%&-20%, 10%&13%, -7%&-12%
O=S(=O)(c1ccc2c(c1)OCCO2)N1CCN(Cc2ccc3c(c2)OCO3)CC1
→ -1%, 0%, 1%, -5%, 7%[0.457 µM], -1, -24%, 24%, 0%
CCOC(=O)c1cc(S(=O)(=O)Nc2ccc(OC)c(Cl)c2)[nH]n1
→ -1%, -6%, -8%, -9%, 0%[57.1 µM], 5, -8%, 26%[57.1 µM], -22%
O=C(COc1ccc2c(-c3ccccc3)cc(=O)oc2c1)Nc1cccnc1
→ -1%, -2%, 3%, 3%, -2%, -14, -15%, -3%, 10%
NC(N)=Nc1nc(CSCC/C(N)=N/S(N)(=O)=O)cs1
→ -1%&-4%&-4%&-3%, 8%, 2%, 3%, 4%[57.1 µM], -11, -9%, 6%[57.1 µM], -9%[56.9 µM]
CC1CC(C)(C)N2C(=O)C3(Nc4ccccc4S3)c3cccc1c32 (stereo not drawn)
→ -2%, 1%, 1%, -8%, 6%, 0, -23%, 13%, -33%
Cc1ccc(NC(=O)c2c(C)nn(-c3ccccc3)c2Cl)cc1
→ 7%, 5%, -3%, 8%, 14%[57.1 µM], -3, -15%, 6%, -52%
c1ccc(Oc2cc(-n3cncn3)ncn2)cc1
→ -2%, 10%, 4%, 0%, -8%, -4, -4%, -16%, 12%
CCCc1nc2ccccc2c(=O)n1N
→ -4%, -1%, 0%, -2%, -9%, -4, -14%, -7%, -1%
CCOc1ccc(S(=O)(=O)N(C)c2ccc(OCC(=O)Nc3nc4ccccc4s3)cc2)cc1
→ -2%, 4%, 0%, -3%, 5%[57.1 µM], -3, -1%, 8%, 16%
O=C(COC(=O)c1cccnc1Nc1ccccc1F)NC1CC1
→ 4%, 6%, -5%, 0%, -6%, 4, -23%, -4%, -26%
CN1C(=O)[C@H]2[C@@H](C3CC3)N3C(=O)CN(CC4CC4)C(=O)[C@@]3(C)[C@H]2C1=O
→ -4%, 13%, 4%, -3%, 4%, 2, -20%, 4%, -5%
CCN(C(=O)CSc1nccc(=O)[nH]1)c1cccc2ccccc12
→ -5%, 20%, 2%, 2%, -8%, -2, -15%, 1%, -13%
O=C(CN1C(=O)NC2(CCCC2)C1=O)Nc1nc2ccccc2[nH]1
→ -2%, -1%, -3%, -11%, 0%, 0, -22%, 9%, -7%
O=C1NC(=S)SC1=C1CCCCCC1
→ 1%, 3%, 5%, -6%, -16%, -7, -7%, u, -46%
O=C(CSCc1c(Cl)cccc1Cl)Nc1ccccc1-c1ccccc1
→ -3%, 2%, 5%, -7%, 11%[57.1 µM], 2, -18%, 11%, 2%
Cc1ccc(N(CCCCN2C(=O)c3ccccc3C2=O)C(=O)c2cccc([N+](=O)[O-])c2)cc1
→ 0%, 2%, 5%, -6%, -3%, -12, -5%, 8%, 10%
CC(C)(C)NC(=S)NNC(=O)[C@H]1C[C@@H]1c1ccccc1
→ 1%, 5%, -15%, -4%, 5%, -2, -20%, 10%, -18%
CCN(CC)CCNC(=O)c1ccc2c(c1)NC(=O)c1ccccc1S2
→ -3%, 8%, -1%, -1%, 2%, -9, -9%, 13%, 19%
COc1ccc(S(=O)(=O)NCc2ccccn2)cc1NC(=O)c1ccc(Cl)cc1
→ -3%, 8%, u, -2%, 9%[57.1 µM], -6, -5%, 18%[57.1 µM], 3%
CCOc1ccc(-c2nnc(SCC(=O)NC3CCCCC3)nc2-c2ccc(OCC)c(OC)c2)cc1OC
→ -3%, -14%, 0%, 0%, 3%[57.1 µM], -5, u, 18%[57.1 µM], 10%
Cc1noc(C)c1COc1cccc(C(=O)OC(C)C#N)c1 (stereo not drawn)
→ -5%, 2%, -9%, -23%, 7%[57.1 µM], -1, -23%, 17%[57.1 µM], 7%
O=C(CN1CCCN(S(=O)(=O)c2ccc(F)cc2)CC1)Nc1cccc(F)c1
→ -1%, 13%, 0%, 10%, 4%, 2, -10%, u, -41%
O=C1CS/C(=N/N=C/c2ccncc2)N1
→ 4%, -7%, 0%, -27%, -13%[57.1 µM], -2, 0%, -13%[57.1 µM], 8%
COc1cc(OC)c(OC)cc1/C=N/NC(=O)c1cc(-c2cccn2C)n[nH]1
→ -3%, 1%, 0%, -3%, -8%, 0, -17%, -10%, 25%
Cc1ccc2cccc(NC(=O)c3cccc4c(Cl)cccc34)c2n1
→ -3%, 0%, 1%, 5%, 4%[11.4 µM], -7, -9%, 14%, -8%
CC1=C(C)CC(C(=O)Nc2cccc([N+](=O)[O-])c2)C(C(=O)O)C1 (stereo not drawn)
→ -1%, -1%, 1%, -14%, -13%, -1, -7%, -13%, -7%
O=S1(=O)[C@H]2C[C@@H]3C=C[C@@]2(CN1Cc1ccc(F)cc1)O3
→ -3%&-1%, 3%, 2%&-4%, 0%, -2%&2%, -7, 14%, 1%&16%, u
CN(CC(=O)Nc1ccc(Cl)c(C(F)(F)F)c1)C(=O)CNC(=O)C1CCCCC1
→ -2%, 1%, 5%, 2%, -13%, -2, -8%, -19%, 18%
CCCOC(=O)c1c(-c2ccc(C)cc2C)csc1NC(=O)C1C2CCC(O2)C1C(=O)O (stereo not drawn)
→ -1%, 0%, 1%, -1%, -8%, -3, -16%, -22%, u
Cc1nc2sc(C(c3ccccc3)N3CCC(O)CC3)c(O)n2n1 (stereo not drawn)
→ 12%, -4%, -6%, -4%, -3%, -1, 8%, 2%, 18%
CCCCCCCCCCCCN1[C@@H](CC(=O)O)c2cc(F)ccc2S1(=O)=O
→ -1%, -4%, -5%, 0%, -7%, 8, u, 7%, -23%
COc1cc(NS(=O)(=O)c2ccc(C(=O)O)cc2)c2nc(C)ccc2c1
→ -1%, x, 5%, x, 1%, 10, x, 15%[0.457 µM], -21%
CCS(=O)(=O)c1ccc(Sc2nncn2C)c([N+](=O)[O-])c1
→ -7%, -3%, 0%, -5%, 7%[57.1 µM], 0, -5%, -71%, -4%
Cc1cc(=O)[nH]c(SCC(=O)N2CCCCCC2)n1
→ 0%, 3%, -6%, -5%, -4%, -9, -24%, 13%, 4%
Cc1c(NC(=O)c2cn3ccccc3n2)cccc1-n1cnnn1
→ 3%, 0%, 0%, 0%, 0%, -2, -8%, 14%, -5%
O=C(Nc1ccccc1-c1ccccc1)c1cc(C(F)(F)F)cc(C(F)(F)F)c1
→ -5%, 9%, 2%, 6%, -8%, -4, -16%, -8%, -11%
CCCCn1c(=O)nc2n(-c3ccc(Cl)cc3)c3ccccc3cc-2c1=O
→ -3%, 2%, 0%, -1%, 5%, 0, -14%, -16%, -20%
CCCCC(C(=O)NC(C)(C)C)N(Cc1ccccc1)C(=O)c1snc(C(N)=O)c1N (stereo not drawn)
→ -6%, -4%, -1%, -6%, -6%, 1, -20%, -14%, 10%
CN1CCc2cc(O)c(O)cc2C(c2ccccc2)C1 (stereo not drawn)
→ 0%&-3%, 1%, -1%, 8%, 10%[57.1 µM], -6, 21%, u, -2%[56.9 µM]
